Bioassay records as filed in PubChem.
hERG protect: compounds protecting human hERG from proarrhythmic drug block. 310,000 compounds, 0.51% hits. activation (rescue from dofetilide block), less the hit threshold, % at 10 µM. CHO-hERG, FluxOR thallium flux, dofetilide IC70 present. Q12809;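 active = activation above the mean of controls blocked by dofetilide plus 5 SD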;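 also: thallium influx through hERG after potassium depolarization seen as dye fluorescence rise; in these data hits start at about 4.7%; inactives centre near -7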
Target sequence (Q12809 whole entry, looked up): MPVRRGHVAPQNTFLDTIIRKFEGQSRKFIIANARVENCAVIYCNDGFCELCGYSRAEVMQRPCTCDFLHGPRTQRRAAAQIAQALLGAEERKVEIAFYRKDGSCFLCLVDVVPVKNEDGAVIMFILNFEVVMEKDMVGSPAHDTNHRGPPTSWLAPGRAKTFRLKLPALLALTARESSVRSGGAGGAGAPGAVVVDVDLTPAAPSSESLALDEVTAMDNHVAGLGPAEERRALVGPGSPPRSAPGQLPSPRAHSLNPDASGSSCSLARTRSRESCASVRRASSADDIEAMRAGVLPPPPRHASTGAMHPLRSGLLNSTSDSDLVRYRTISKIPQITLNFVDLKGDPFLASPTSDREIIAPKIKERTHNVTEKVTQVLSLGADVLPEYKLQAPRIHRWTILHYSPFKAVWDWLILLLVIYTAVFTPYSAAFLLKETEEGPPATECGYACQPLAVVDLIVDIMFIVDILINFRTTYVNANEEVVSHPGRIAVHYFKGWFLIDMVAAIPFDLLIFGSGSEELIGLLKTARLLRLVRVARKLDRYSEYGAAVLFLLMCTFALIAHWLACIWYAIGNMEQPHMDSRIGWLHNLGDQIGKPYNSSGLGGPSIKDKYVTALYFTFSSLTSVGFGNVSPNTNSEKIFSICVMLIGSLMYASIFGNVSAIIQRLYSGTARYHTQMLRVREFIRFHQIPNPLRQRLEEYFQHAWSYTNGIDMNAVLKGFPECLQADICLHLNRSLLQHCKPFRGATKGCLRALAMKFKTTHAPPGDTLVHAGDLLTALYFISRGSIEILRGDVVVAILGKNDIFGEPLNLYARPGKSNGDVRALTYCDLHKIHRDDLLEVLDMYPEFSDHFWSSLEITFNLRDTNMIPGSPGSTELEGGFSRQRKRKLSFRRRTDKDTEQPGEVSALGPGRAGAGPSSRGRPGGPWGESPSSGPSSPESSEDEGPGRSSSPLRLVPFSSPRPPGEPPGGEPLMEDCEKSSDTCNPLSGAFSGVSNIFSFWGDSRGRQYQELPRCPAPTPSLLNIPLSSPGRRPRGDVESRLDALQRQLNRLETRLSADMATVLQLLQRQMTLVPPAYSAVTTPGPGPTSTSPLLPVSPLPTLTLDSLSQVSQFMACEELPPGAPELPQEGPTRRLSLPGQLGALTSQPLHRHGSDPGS
KCNK3 block: human KCNK3 channel inhibition, primary screen; CHO-KCNK3 thallium flux, FluxOR fluorescence; hits give low values; B-score at 10 µM; 340,000 compounds, 0.84% hits; AID 602410;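 active = B-score under library mean minus 4 SD, starting fluorescence ratio at most library mean plus 5 SD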;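 also: more negative B-score means stronger inhibition of thallium flux through KCNK3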
RGS4 inh: inhibitors of human RGS4. P49798. HEK293 M3R/RGS4 inducible, Fluo-4 calcium flux; hits give high values; triggered by carbachol at its EC20. B-score at 10 µM. 310,000 compounds, 0.45% hits. AID 463165;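 active = B-score, a plate-corrected calcium signal, over three deviations above library mean, with baseline fluorescence within five deviations of library mean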;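 also: RGS4 expression induced by doxycycline in cells with stable M3 receptor; B-score is computed from the integrated fluorescence ratio over baseline after carbachol; higher B-score means a larger calcium signal and so more RGS4 inhibition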
KCNQ1 act: potentiators or activators of human KCNQ1 potassium channel; CHO-K1 KCNQ1, thallium flux FluxOR fluorescence; hits give high values; AID 2648; P51787; B-score at 10 µM; 310,000 compounds, 0.35% hits;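 active = fluorescence ratio B-score, a plate-corrected score, at least three library SD, with initial intensity B-score within 5 SD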
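assay system = KCNQ1-transfected CHO-K1 cells | medium = assay buffer with matched DMSO | probe or stimulus = depolarizing K+/Tl+ stimulus, K2SO4 and Tl2SO4 each 12.5 mM in 5x stock | dosing = single dose | incubation = dye 90 min, compound 20 min, room temperature | detection = kinetic FluxOR fluorescence, 10 s baseline plus 110 s post-stimulus | evaluation = ratio B score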
KCNQ1 block: inhibitors of human KCNQ1 potassium channel; CHO-K1 KCNQ1, FluxOR thallium flux fluorescence; hits give high values; 310,000 compounds, 1.3% hits; P51787; B-score at 10 µM;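 active = compounds whose thallium flux B-score, printed positive for inhibition, exceeds three library SD while starting fluorescence stays within three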;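 also: channel opened by potassium depolarization with thallium stimulus after 20 min compound exposure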
Dyrk1A ADPGlo: Dyrk1A (rat) kinase inhibition. AID 504441. ADP-Glo luminescence, NFATc1 peptide. 310,000 compounds, 0.43% hits. inhibition, % at 12.5 µM; in the data active = inhibition above about 50%;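 also: plate controls were vehicle with enzyme for no effect and no enzyme for full effect; many of its hits are not listed in these tables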
RGS4 pot: RGS4 potentiation or activation | HEK293 M3R/inducible RGS4, carbachol calcium flux Fluo4; hits give low values | B-score at 10 µM | 310,000 compounds, 0.92% hits | AID 463111;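 active = B-score of the integrated calcium signal more than 4 SD below the library mean, with starting fluorescence not abnormally high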;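 also: negative B-score means reduced calcium response which marks RGS4 activation or potentiation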
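Test system: HEK293 cells with stable M3R and inducible RGS4; also added: carbachol at ECmax as muscarinic agonist stimulus; schedule: dye loading 30 min 37 °C, buffer rest 30 min RT; technique: kinetic calcium fluorescence imaging with Fluo4-AM dye, 2 µM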
PolyA inhibitor: inhibitors of polyadenylation in S. cerevisiae; S. cerevisiae SKY197-pL101 polyadenylation reporter, beta-gal luminescence; efflux-impaired pdr1/pdr3 knockout yeast; score 100 = 6 SD above DMSO; calls only at 12 µM; 300,000 compounds, 0.02% hits; AID 1875;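 active = lowest replicate activity score at least 50, where 100 means six control SD above control mean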;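 also: yeast exposed to compound for 9 h at 30 °C; higher score means more reporter readthrough which indicates perturbed polyadenylation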
KCNK9 block: inhibitors of human KCNK9 two-pore domain potassium channel; Q9NPC2; HEK293 KCNK9, FluxOR thallium flux fluorescence; hits give low values; B-score at 10 µM; 310,000 compounds, 1.2% hits; AID 488922;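 active = ratio B-score over 3 SD below the library mean, with starting fluorescence within 5 SD of its mean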;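 also: negative B-score means less thallium flux so channel inhibition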
GSK3A inh: blocks human GSK-3 alpha kinase | ADP-Glo luminescence, 60 min | P49840 | inhibition, % at 10 µM | AID 2650 | 320,000 compounds, 0.1% hits;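 in the data active = inhibition above about 50%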;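 also: GST-tagged GSK-3 alpha with peptide substrate and 25 µM ATP; 0% = DMSO neutral wells and 100% = GW8510 positive control wells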
GSK3beta inhib: blocks human GSK3beta kinase activity | P49841 | GST-GSK3beta kinase, ADP-Glo luminescence, 60 min; hits give low values | AID 2097 | 300,000 compounds, 0.038% hits | activity score (negative = inhibition), % at 10 µM;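 active = more than half of replicate wells score below -50%, meaning over 50% inhibition versus plate controls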;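 also: 0% = median DMSO wells and -100% = median GW8510 positive control wells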
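Test system: GST-tagged human GSK3beta kinase, cell-free; evaluation: activity score scaled between in-plate DMSO and GW8510 controls; measured by: ADP-Glo luminescence; incubation: 60 min reaction, RT; benchmarks: DMSO and 20 µM GW8510; reagent: peptide substrate plus 25 µM ATP (final); medium: Tris/MgCl2 kinase buffer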
Numbers without * were called inactive; i = inactive; x = not tested or not shown. Not all compounds are listed; rates above refer to the full screens.

SMILES	hERG protect	KCNK3 block	RGS4 inh	KCNQ1 act	KCNQ1 block	Dyrk1A ADPGlo	RGS4 pot	PolyA inhibitor	KCNK9 block	GSK3A inh	GSK3beta inhib
CCC1(CC)N=C(c2ccccc2)C(=S)N1	-5.3	i	i	i	i	0.1	i	i	i	-2.5	1.4
Cc1cccc(C(=O)NCCNC(=O)c2ccccn2)c1	-4.4	i	i	i	i	-5.8	i	i	i	0.1	-2.8
C=CCNC(=O)c1scc2c1CCCC2	-5.0	i	i	i	i	16.9	i	i	i	-3.1	-2.7
Cc1cc(S(=O)(=O)Nc2ccc(C(=O)NCc3ccncc3)cc2)ccc1F	-12.0	i	i	i	i	-1.8	i	i	i	0.0	0.9
COc1ccc(NC(=O)CSc2nnc(-c3ccncc3)o2)c([N+](=O)[O-])c1	-3.8	i	i	i	i	2.6	i	i	i	0.9	-5.6
CCCCn1c(N)c(N(CC(C)C)C(=O)CCC2CCCCC2)c(=O)[nH]c1=O	-13.3	i	i	i	i	-1.1	i	i	i	-1.0	2.5
COc1ccc(CN2C(=O)CC(Cc3ccc(C)cc3)C2=O)cc1OC (stereo not drawn)	-5.1	i	i	i	i	-1.5	i	i	i	-3.0	1.5
CCOC(=O)c1sc(NC(=O)c2ccc(S(=O)(=O)N3CCCCCC3)cc2)nc1-c1ccccc1	-8.0	i	i	i	i	-3.9	i	i	i	1.4	5.4
COc1ccc(CCNC2CCc3ccccc3C2)cc1 (stereo not drawn)	-9.5	i	i	i	i	x	i	i	i	2.4	0.4
N=c1cc(C2(O)CCCCC2)n2c(nc3ccccc32)s1	-16.3	i	i	i	i	28.1	i	i	i	6.0	1.9
Cc1ccccc1NC(=O)COc1coc(CN2CCCc3ccccc32)cc1=O	-13.7	i	i	i	i	-6.6	i	i	i	-1.7	-1.8
N/C(=N\NC(=O)c1ccccc1)c1cc2ccccc2oc1=O	-2.2	i	i	i	i	-2.8	i	i	i	2.8	4.2
CCO[C@H]1OC(C(=O)N2CCN(Cc3ccc4c(c3)OCO4)CC2)=C[C@@H](c2ccc(Br)cc2)[C@@H]1CCCO	-14.8	i	i	i	i	-0.6	i	i	i	1.3	0.6
CCCN1C(=O)C2(OCCO2)c2cc(Cl)ccc21	-7.2	i	i	i	i	-4.9	i	i	i	-2.8	0.8
Cc1ccc(NC(=O)Nc2cccs2)c(Cl)c1	-14.6	i	i	i	i	0.4	i	i	i	-1.9	-1.1
COCCNC(=O)c1oc2ccc3c(c2c1C)C(O)CC(C)(C)O3 (stereo not drawn)	-3.6	i	i	i	i	-4.8	i	i	i	3.5	-2.3
O=C(Nc1cccc(Cl)c1)N1CCN(C/C=C/c2ccccc2)CC1	-14.3	i	i	i	i	3.4	i	i	i	-3.4	2.4
CCN(CC)C(=O)CCc1nc2sc3c(c2c(=O)[nH]1)CCCC3	-6.6	i	i	i	i	7.8	i	i	i	-1.3	1.3
CNc1oc(-c2ccccc2Cl)nc1P(=O)(c1ccccc1)c1ccccc1	-8.8	i	i	i	i	1.1	i	i	i	-2.4	1.8
Cc1ccc2ccc3ccc(C)nc3c2n1	-8.7	i	i	i	i	7.8	i	i	i	2.0	2.4
C=CCn1c(SCC(=O)Nc2ccc(C(=O)O)cc2)nnc1-c1cccnc1	-6.7	i	i	i	i	-7.2	i	i	i	2.4	-1.0
Oc1ccccc1C=NC1CCCCC1N=Cc1ccccc1O (stereo not drawn)	-8.5	i	i	i	i	-2.1	i	i	i	-0.2	0.7
COC(=O)c1cc(S(=O)(=O)NCC2CCN(CCc3cccs3)CC2)c[nH]1	-4.7	i	i	i	i	x	i	i	i	-2.0	3.3
O=C1NCCCC1C(=O)N/N=C/c1ccccc1[N+](=O)[O-] (stereo not drawn)	-9.2	i	i	i	i	4.6	i	i	i	-0.9	-4.7
O=C(CSc1nnc(SCc2ccccc2)s1)N/N=C/c1ccc(Cl)cc1Cl	-2.4	i	i	i	i	-1.4	i	i	i	-2.6	2.3
Cc1ccccc1NC(=O)NCc1ccco1	-8.0	i	i	i	i	-8.0	i	i	i	-9.0	0.4
Nc1nc(CN2CCc3ccccc3C2)nc(Nc2ccccc2)n1	-3.5	i	i	i	i	2.5	i	i	i	1.5	1.3
COc1ccc2nc(COC(=O)c3ccco3)c(C(C)=O)[n+]([O-])c2c1	-9.2	i	i	i	i	4.7	i	i	i	2.2	-0.4
COc1ccc(C2C=C(C)Nc3ncnn32)cc1 (stereo not drawn)	-9.6	i	i	i	i	-11.8	i	i	i	1.1	-0.4
CCCCN(CC)CCNC(=O)C1CCN(S(=O)(=O)c2cccc3nsnc23)CC1	-8.6	i	i	i	i	x	i	i	i	-0.3	4.0

9 entries from above, with values under each structure:
Screens in order – hERG protect	KCNK3 block	RGS4 inh	KCNQ1 act	KCNQ1 block	Dyrk1A ADPGlo	RGS4 pot	PolyA inhibitor	KCNK9 block	GSK3A inh	GSK3beta inhib
CCC1(CC)N=C(c2ccccc2)C(=S)N1
 : -5.3	i	i	i	i	0.1	i	i	i	-2.5	1.4
Cc1cccc(C(=O)NCCNC(=O)c2ccccn2)c1
 : -4.4	i	i	i	i	-5.8	i	i	i	0.1	-2.8
C=CCNC(=O)c1scc2c1CCCC2
 : -5.0	i	i	i	i	16.9	i	i	i	-3.1	-2.7
Cc1cc(S(=O)(=O)Nc2ccc(C(=O)NCc3ccncc3)cc2)ccc1F
 : -12.0	i	i	i	i	-1.8	i	i	i	0.0	0.9
COc1ccc(NC(=O)CSc2nnc(-c3ccncc3)o2)c([N+](=O)[O-])c1
 : -3.8	i	i	i	i	2.6	i	i	i	0.9	-5.6
CCCCn1c(N)c(N(CC(C)C)C(=O)CCC2CCCCC2)c(=O)[nH]c1=O
 : -13.3	i	i	i	i	-1.1	i	i	i	-1.0	2.5
COc1ccc(CN2C(=O)CC(Cc3ccc(C)cc3)C2=O)cc1OC (stereo not drawn)
 : -5.1	i	i	i	i	-1.5	i	i	i	-3.0	1.5
CCOC(=O)c1sc(NC(=O)c2ccc(S(=O)(=O)N3CCCCCC3)cc2)nc1-c1ccccc1
 : -8.0	i	i	i	i	-3.9	i	i	i	1.4	5.4
COc1ccc(CCNC2CCc3ccccc3C2)cc1 (stereo not drawn)
 : -9.5	i	i	i	i	x	i	i	i	2.4	0.4

More compounds follow:
SMILES	hERG protect	KCNK3 block	RGS4 inh	KCNQ1 act	KCNQ1 block	Dyrk1A ADPGlo	RGS4 pot	PolyA inhibitor	KCNK9 block	GSK3A inh	GSK3beta inhib
CCCCCCCC1(C)NC(=O)N(CC(=O)Nc2cc(C)on2)C1=O (stereo not drawn)	-9.1	i	i	i	i	0.0	i	i	i	-3.5	-0.3
CC(=O)N1CCc2c(sc(NC(=O)c3cccc(N4C(=O)CCC4=O)c3)c2C(N)=O)C1	-7.8	i	i	i	i	31.6	i	i	i	-0.4	0.0
C#CC(CC)(CC)NC(=O)Nc1ccccc1C(=O)OC	-12.2	i	i	i	i	4.9	i	i	i	3.3	1.3
COc1ccc(-c2c(C(F)(F)F)nn(C)c2NC(=O)c2cccnc2)cc1	-9.7	i	i	i	i	-6.8	i	i	i	-1.8	-0.5
N/C(=N\C(=S)Nc1ccccc1)c1ccccc1	-7.2	i	i	i	i	4.5	i	i	i	-1.3	1.8
COc1ccc(C=C(c2ccc(OC)cc2)c2ccc(OC)cc2)cc1	-7.4	i	i	i	i	3.6	i	i	i	-0.4	0.0
C#CCOCCOCCOCCNc1nc(N2CCN(C(=O)[C@H]([C@@H](C)CC)n3cc([C@@H](N)CO)nn3)CC2)nc(N2CCN(C(=O)[C@H]([C@@H](C)CC)n3cc([C@@H](N)Cc4ccc(O)cc4)nn3)CC2)n1	-5.0	i	i	i	i	3.0	i	i	i	-0.5	2.7
CC(=O)NC(Cc1ccc(O)cc1)C(=O)NN (stereo not drawn)	-6.9	i	i	i	i	-5.2	i	i	i	-2.4	0.5
O=C(Nc1ccc2c(c1)C(=O)NC2=O)c1ccccc1Cl	-11.5	i	i	i	i	18.5	i	i	i	4.1	4.2
O=C1Nc2ccccc2OCc2c1cccc2[N+](=O)[O-]	-20.3	i	i	i	i	5.0	i	i	i	-1.4	-3.7
CCOc1ccc(C(=O)N2CCN(c3ccccn3)CC2)cc1OCC	-2.3	i	i	i	i	x	i	i	i	-3.0	1.1
CC1CN(C(=O)c2ccc(-c3ccccc3Cl)o2)CC(C)O1 (stereo not drawn)	-2.6	i	i	i	i	7.5	i	i	i	x	-2.8
CC1=C(C(=O)N2CCOCC2)C(c2ccc(Br)cc2)NC(=S)N1c1ccccc1 (stereo not drawn)	-14.4	i	i	i	i	0.2	i	i	i	-0.7	1.6
COc1ccc2cc(C(c3nnnn3C3CCCC3)N3CCCCCC3)c3nnnn3c2c1 (stereo not drawn)	-10.7	i	i	i	i	9.6	i	i	i	-2.2	3.7
Cc1ccc(NP(=O)(Nc2ccc(C)cc2)Nc2ccc(C)cc2)cc1	-4.3	i	i	i	i	-16.4	i	i	i	-0.3	-0.9
CCCCCNc1nc(-c2ccccc2)nc(-n2ccnc2)n1	-1.3	i	i	i	i	-1.7	i	i	i	x	0.8
COc1ccccc1CNc1nc2nc(C)c(Cl)c(=O)n2[nH]1	-4.4	i	i	i	i	2.1	i	i	i	-2.0	-3.0
CC(C)(C)C(=O)CSc1nc2ncc(Br)cc2[nH]1	-4.6	i	i	i	i	6.9	i	i	i	-1.3	1.2
